# Source: PubChem (several laboratories)
# Yfh1-depleted yeast = enhancers of respiration in Yfh1-depleted yeast, dose response, Friedreich's ataxia, plus single-dose screen (AID 1465). S. cerevisiae Yfh1-off respiration, WST-1 reduction, 72 h; higher fold induction means a stronger effect. one-dose fold induction at 50 µM; EC50 in µM for titrated hits. actives 0.074% (n = 220,000);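 active means fold induction of absorbance versus untreated yeast above a set limit, then at least 30% activation at any dose in follow-up; inconclusive means repeats straddling the limit, or above it without dose testing; inactive means fold induction below the set limit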;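 further: activators that raise dye reduction in frataxin-depleted yeast; strong numbers were not always called active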
# AID2073 = inhibitors of Mint1-CaV2.2 protein interaction, biochemical, HTRF (AID 2073) | Voltage-dependent N-type calcium channel subunit alpha-1B (Homo sapiens) | HTRF protein-protein interaction, Mint1-CaV2.2; higher % means a stronger effect | inhibition, % at 20 µM; hits with a dose series show IC50 in µM | actives 0.19% (n = 290,000); in the data active means inhibition mostly above about 51%, no sharp cut-off; inconclusive means no clear call, values can overlap the other calls; inactive means mostly below about 53%; further: some results filed as inactive read as strong as hits
# NTR1 agonist = agonists of NTR1, primary screen, imaging, U2OS cells, beta-arrestin-GFP, high content (AID 493036); NTR1-U2OS beta-arrestin-GFP spot imaging, agonist mode; activation, % at 20 µM; actives 0.17% (n = 330,000); Neurotensin receptor type 1 (Homo sapiens), P30989;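 active means activation at or above 40% of the spot to cytoplasm intensity ratio, with at least 20 cells analyzed; inconclusive means wells under 20 cells, flagged as cytotoxic or low count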;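 further: 0% = DMSO without peptide and 100% = 100 nM NTR1 peptide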
# Target sequence (P30989 whole entry, looked up): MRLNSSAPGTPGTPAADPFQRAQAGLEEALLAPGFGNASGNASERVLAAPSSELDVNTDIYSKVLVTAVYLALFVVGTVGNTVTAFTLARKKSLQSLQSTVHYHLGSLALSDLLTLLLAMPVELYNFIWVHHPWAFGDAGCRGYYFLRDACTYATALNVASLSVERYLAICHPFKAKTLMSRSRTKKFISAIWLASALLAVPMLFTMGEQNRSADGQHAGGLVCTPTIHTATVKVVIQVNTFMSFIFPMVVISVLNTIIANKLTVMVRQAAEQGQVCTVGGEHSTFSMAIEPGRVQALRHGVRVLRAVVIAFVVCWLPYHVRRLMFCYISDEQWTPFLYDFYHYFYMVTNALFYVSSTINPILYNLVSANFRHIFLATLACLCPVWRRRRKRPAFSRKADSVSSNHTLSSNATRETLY
# GPR55 LPI antagonism = GPR55 antagonists blocking LPI-driven arrestin recruitment, primary screen, imaging, U2OS, beta-arrestin-GFP, LPI agonist (AID 2013); inhibition, % at 10 µM, or IC50 in µM where a hit was titrated; U2OS GPR55 beta-arrestin-GFP translocation imaging, LPI antagonism; higher % means a stronger effect; actives 0.13% (n = 290,000); G-protein coupled receptor 55 (Homo sapiens);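 active means spots per cell inhibited over 60%, with over 100 cells counted and total cytoplasm intensity under 500,000; inconclusive means wells with under 100 cells, flagged as likely toxic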;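 further: U2OS cells stably carrying GPR55 and arrestin-GFP stimulated by 5 µM LPI near EC80; imaged beta-arrestin-GFP aggregate spots per cell after agonist stimulation; plate controls were LPI-stimulated DMSO wells for no effect and DMSO wells without LPI for full effect; some results filed as inactive read as strong as hits; confirmed hits need IC50 under 10 µM and bright autofluorescent wells are also inconclusive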
# MgcRacGAP inhibition = MgcRacGAP GTPase-activating activity inhibitors, confirmation, biochemical, ADP Hunter fluorescence; Rac GTPase-activating protein 1 (Homo sapiens); MgcRacGAP-stimulated Rac1 GTP hydrolysis, ADP Hunter fluorescence; higher % means a stronger effect; GST-tagged Rac1 F28L mutant substrate; inhibition, % at 30 µM; hits with a dose series show IC50 in µM; actives 0.6% (n = 340,000);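 active means first-screen hits whose inhibition reached a set limit at any dose in the follow-up dose series; inconclusive means inhibition above the set first-screen limit but never retested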;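 further: fluorescence reports GDP produced by GAP-driven GTP hydrolysis; strong numbers were not always called active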
# Large T inhibition = SV40 large T antigen inhibitors, biochemical (AID 1903) | inhibition, % at 20 µM, or IC50 in µM where a hit was titrated | actives 0.39% (n = 310,000) | SV40 large T antigen ATPase/helicase inhibition assay; higher % means a stronger effect; in the data active means a potency from the dose series; inconclusive means inhibition mostly from about 32% at the one dose, without a potency; inactive means the rest, 99 in 100 with inhibition below about 32%; further: strong numbers were not always called active
# Dengue-2 NS5 capping = Dengue-2 NS5 methyltransferase inhibitors, primary screen, biochemical, confirmation dose response (AID 588689) | one-dose inhibition, % at 25 µM; IC50 in µM for titrated hits | actives 0.3% (n = 340,000) | Genome polyprotein (Dengue virus type 2 (strain 16681-PDK53)) | Dengue-2 NS5 methyltransferase capping enzyme assay, biochemical; higher % means a stronger effect; in the data active means a potency from the dose series; inconclusive means inhibition above about 29% without an active follow-up result
# GPR55 activation = GPR55 agonists via beta-arrestin recruitment, primary screen, imaging, U2OS cells, beta-arrestin-GFP redistribution (AID 1961) | activation, % at 10 µM; hits with a dose series show EC50 in µM | actives 0.048% (n = 290,000) | U2OS GPR55 beta-arrestin-GFP redistribution imaging; higher % means a stronger effect;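 active means activation above 40% with more than 50 cells counted in the well; inconclusive means wells holding fewer than 50 cells, flagged as toxic or sparse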;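 further: U2OS osteosarcoma cells stably expressing GPR55 and beta-arrestin-GFP; plate controls were DMSO negative control for no effect and LPI positive control for full effect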
# GPR35 antagonists = GPR35 antagonists blocking zaprinast-driven arrestin recruitment, primary screen, imaging, U2OS, beta-arrestin-GFP, zaprinast agonist (AID 2058) | one-dose inhibition, % at 10 µM; IC50 in µM for titrated hits | U2OS GPR35 beta-arrestin-GFP translocation imaging, zaprinast antagonism; higher % means a stronger effect | actives 0.052% (n = 290,000) | G-protein coupled receptor 35 (Homo sapiens);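 active means inhibition of at least 50% with at least 30 cells and total cytoplasm GFP at most 10,000,000; inconclusive means under 30 cells or total GFP of 10,000,000 plus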
# NTR1 agonist cell count 20 µM = second read-out of NTR1 agonist, no call of its own (marks repeat the call); cell count; measured here: cell count, cytotoxicity flag
# Active calls of the source: *; i = inactive; ? = inconclusive; nt = no result given. Random draw from the library; about 1.7% have a hit in one of these screens.
# Every second line gives: Large T inhibition	AID2073	GPR55 activation	GPR55 LPI antagonism	GPR35 antagonists	Dengue-2 NS5 capping	NTR1 agonist	NTR1 agonist cell count 20 µM	MgcRacGAP inhibition	Yfh1-depleted yeast
O=C(CSc1ncn[nH]1)Nc1ccc([N+](=O)[O-])cc1Br
    -21%	4%	0.2%	5%	8%	20%	0.0	86	5%	i
CCC(=O)NNC(=S)NC(=O)c1ccc(C)cc1
    nt	13%	0.3%	9%	12%	-2%	-0.1	41	-1%	i
Cc1ccccc1Cn1nc(C)c(NC(=O)c2noc3c2CC(C(C)(C)C)CC3)c1C (stereo unspecified)
    8%	5%	-0.1%	0%	-8%	-4%	8.2	64	2%	i
O=C(Nc1cccnc1)c1cc(-c2ccc(Br)cc2)on1
    0%	23%	-0.2%	-2%	-6%	-1%	-0.8	57	13%	i
CCNc1nc(Oc2c(Cl)cccc2Cl)cc(C(F)(F)F)n1
    12%	6%	-0.1%	7%	3%	-7%	9.3	86	9%	i
CCOc1ccccc1-n1c(SCC(=O)Nc2nccs2)nnc1-c1ccoc1C
    11%	-1%	-0.3%	23%	-14%	2%	0.7	48	8%	i
Cn1nccc1C(=O)N1CCN(S(=O)(=O)c2ccc(Br)s2)CC1
    8%	-6%	0.0%	12%	5%	-6%	0.2	68	1%	nt
O=C(Nc1ccc2c(c1)OCCO2)c1ccncc1
    9%	13%	-0.1%	0%	8%	-6%	-1.5	56	7%	i
CN(C)CCn1c2c(c(SCC(=O)Nc3ccc4c(c3)OCCO4)nc1=O)CCCC2
    8%	nt	nt	nt	nt	1%	1.3	66	-1%	nt
CCC(C)(C)NC(=O)C(C)OC(=O)c1nsc(Cl)c1Cl (stereo unspecified)
    7%	-7%	-0.2%	12%	-5%	0%	-1.9	95	3%	i
O=C(Nn1cnnc1)c1cc2c(s1)CCCC2
    9%	-8%	0.0%	2%	2%	-4%	0.1	60	2%	i
Cc1nccn1CCCNC(=O)CC1C(=O)NCCN1Cc1ccc(F)cc1Cl (stereo unspecified)
    1%	4%	-0.1%	-8%	2%	-6%	-0.4	73	1%	nt
Nc1c(C(=O)Nc2ccc(S(=O)(=O)N3CCCC3)cc2)sc2nc3cc4c(cc3cc12)CCC4
    3%	39%	0.3%	12%	-7%	2%	nt	nt	9%	i
COc1cccc(C(=O)Oc2ccc3ccc(O)cc3c2)c1
    14%	7%	-0.2%	-3%	9%	nt	0.1	61	nt	nt
O=C(CCN1C(=O)C2CCCCC2C1=O)Nc1nc(-c2ccccc2)cs1 (stereo unspecified)
    10%	-2%	0.6%	-6%	11%	-1%	1.9	51	-15%	i

# Whole records from above.
# Shown for Cn1nccc1C(=O)N1CCN(S(=O)(=O)c2ccc(Br)s2)CC1 : Large T inhibition = 8%; AID2073 = -6%; GPR55 activation = 0.0%; GPR55 LPI antagonism = 12%; GPR35 antagonists = 5%; Dengue-2 NS5 capping = -6%; NTR1 agonist = 0.2; NTR1 agonist cell count 20 µM = 68; MgcRacGAP inhibition = 1%; Yfh1-depleted yeast = nt
# Shown for O=C(Nn1cnnc1)c1cc2c(s1)CCCC2 : Large T inhibition = 9%; AID2073 = -8%; GPR55 activation = 0.0%; GPR55 LPI antagonism = 2%; GPR35 antagonists = 2%; Dengue-2 NS5 capping = -4%; NTR1 agonist = 0.1; NTR1 agonist cell count 20 µM = 60; MgcRacGAP inhibition = 2%; Yfh1-depleted yeast = i

# The main list resumes with the two entries that preceded the break.
# Every second line gives: Large T inhibition	AID2073	GPR55 activation	GPR55 LPI antagonism	GPR35 antagonists	Dengue-2 NS5 capping	NTR1 agonist	NTR1 agonist cell count 20 µM	MgcRacGAP inhibition	Yfh1-depleted yeast
COc1cccc(C(=O)Oc2ccc3ccc(O)cc3c2)c1
    14%	7%	-0.2%	-3%	9%	nt	0.1	61	nt	nt
O=C(CCN1C(=O)C2CCCCC2C1=O)Nc1nc(-c2ccccc2)cs1 (stereo unspecified)
    10%	-2%	0.6%	-6%	11%	-1%	1.9	51	-15%	i
COc1ccc(C(=O)NNC(=O)CCn2nnc(-c3ccc(Cl)cc3)n2)cc1OC
    nt	1%	-0.1%	1%	12%	-1%	-0.1	59	-7%	i
CCOC(=O)C1CCCN(CC(=O)Nc2cc(C)cc(C)c2)C1 (stereo unspecified)
    3%	-4%	-0.6%	1%	6%	-13%	-0.3	54	5%	i
COc1cc(OC)c(OC)cc1CN1CCCC(C(=O)c2sccc2C)C1 (stereo unspecified)
    20%	-1%	-0.2%	5%	1%	5%	1.4	68	10%	i
Cn1[nH]c(C(F)(F)F)c(C=Nc2ccc(Cl)cc2)c1=O
    9%	21%	0.2%	8%	6%	-2%	-0.9	99	7%	i
O=C(O)CCC(=O)N1CCC[C@H]1C(=O)O
    22%	8%	0.4%	8%	13%	-1%	0.1	62	5%	i
O=C(COc1ccc(-n2ccnc2)cc1)Nc1cccc(F)c1
    5%	-7%	-0.2%	-5%	5%	-5%	0.7	61	-32%	i
CCCCn1c(=O)c(Cc2ccccc2)c(O)c2ccccc21
    13%	10%	-0.1%	-1%	3%	-5%	-0.2	60	3%	nt
C=CCOC(=O)C1=C(C)OC(N)=C(C#N)C1c1ccc(F)cc1 (stereo unspecified)
    10%	-18%	-0.1%	15%	9%	-9%	1.3	59	5%	nt
Cc1ccc(C(c2nnnn2CCc2ccccc2)N2CCSCC2)cc1 (stereo unspecified)
    6%	-2%	-0.1%	-7%	-12%	0%	-0.1	82	4%	nt
CC1CCc2c(sc(NC(=O)c3ccccc3C(=O)O)c2C#N)C1 (stereo unspecified)
    18%	18%	-0.1%	-8%	-18%	-1%	0.4	42	8%	i
CCOC(=O)CC(=O)CSC1=C(C#N)C(c2ccccc2OC)CC(=O)N1 (stereo unspecified)
    26%	-6%	-0.2%	4%	-2%	-2%	0.2	49	4%	i
Cc1nn(C)c(Oc2cccc(Cl)c2)c1C(=O)Nc1ccc(F)cc1
    6%	6%	0.0%	-13%	-1%	-4%	0.1	56	3%	i
CC(/C=N/n1c(-c2cccnc2)n[nH]c1=S)=C\c1ccccc1
    58µM*	-51%	-0.1%	-3%	6%	-4%	3.6	86	6%	i
O=C(NCCN1CCN(c2cccc(Cl)c2)CC1)c1ccc(CSc2nc3ccncc3[nH]2)cc1
    -11%	?	-0.2%	4%	-10%	-14%	0.6	85	12%	i
O=C(NCCN1C(=O)S/C(=C\c2ccc(Cl)cc2Cl)C1=O)C1=COCCO1
    -1%	nt	nt	nt	nt	-6%	1.3	81	12%	nt

# (next part)
# Every second line gives: Large T inhibition	AID2073	GPR55 activation	GPR55 LPI antagonism	GPR35 antagonists	Dengue-2 NS5 capping	NTR1 agonist	NTR1 agonist cell count 20 µM	MgcRacGAP inhibition	Yfh1-depleted yeast
COc1ccc(N2CCN(Cc3nc4ccsc4c(=O)[nH]3)CC2)cc1
    30%	-12%	-0.1%	-11%	3%	-6%	0.2	59	28%	i
Cc1ccc(S(=O)(=O)N2CCOCC2)cc1N/N=C(\C#N)c1nc2ccccc2[nH]1
    3%	-16%	0.6%	-2%	2%	-12%	5.2	87	11%	i
O=c1cc(Nc2ccc3c(c2)OCCO3)[nH]c(=O)n1-c1ccc(Br)cc1
    24%	20%	0.0%	1%	-16%	-1%	0.6	57	3%	i
O=C1C2CCCCN2C(=O)N1CCCCN1CCN(c2cccc(Cl)c2)CC1 (stereo unspecified)
    5%	4%	0.4%	nt	3%	0%	2.1	61	12%	nt
CCN(CC(=O)Nc1cccc(S(=O)(=O)N2CCCCC2)c1)Cc1ccccc1
    11%	nt	nt	nt	nt	1%	2.5	68	4%	nt
COC(=O)c1ccccc1OCC(=O)N1CCN(c2ccc(Cl)cc2)CC1
    6%	-7%	-0.1%	-4%	4%	2%	-1.0	83	1%	i
O=S(=O)(c1ccccc1)N1CCC2(CC1)CO2
    7%	1%	0.1%	3%	3%	-7%	-0.5	38	6%	i
CCc1ccc(C(C(=O)NCCOC)N(C(=O)Cn2nnc3ccccc32)c2cccnc2)cc1 (stereo unspecified)
    8%	6%	0.0%	3%	-8%	-5%	1.1	80	5%	i
CCCC(=O)Nc1nnc(S(=O)(=O)N2CCCCCC2)s1
    nt	-8%	-0.1%	-1%	-3%	-1%	1.9	51	1%	nt
Cc1ccc(C(=O)N2CCCC2)cc1S(=O)(=O)Nc1ccccc1
    20%	-4%	-0.1%	1%	4%	-4%	-0.3	54	12%	i
COc1nc(-c2ccc(C)cc2)ccc1-c1noc(-c2ccco2)n1
    8%	18%	0.1%	-7%	2%	-3%	-0.3	83	-4%	i
O=C(CCN1C(=O)C2C3C=CC(C3)C2C1=O)N1CCN(c2ccccc2Cl)CC1 (stereo unspecified)
    8%	2%	-0.1%	12%	18%	-5%	-0.2	50	6%	i
Cc1ccc(/C=C2/NC(=O)[C@H](C)NC2=O)cc1
    7%	-4%	0.0%	8%	4%	6%	-0.9	80	7%	nt
O=C(CCc1nc2ccccc2s1)Nc1ccccc1
    13%	12%	-0.2%	5%	-16%	-6%	2.4	39	7%	i
COc1cc(NC(=O)COC(=O)/C=C/c2c(C)nn(-c3ccc(F)cc3)c2Cl)cc(OC)c1
    8%	12%	0.3%	0%	4%	3%	-1.1	80	9%	i
COc1ccc(/C=N/NC(=O)c2cccnc2)cc1CN1CCCc2ccccc21
    11%	-20%	-0.2%	-10%	-9%	-5%	5.1	62	11%	i
Cc1cccc(N2C(=S)NC3c4ccccc4OC2(C)C3C(=O)N(C)C)c1 (stereo unspecified)
    8%	-2%	1.3%	0%	0%	-7%	1.4	54	5%	i
N#C/C(=C\c1cccc(Oc2ccc(C(F)(F)F)cc2[N+](=O)[O-])c1)c1nc2ccccc2[nH]1
    -1%	15%	0.2%	nt	5%	-4%	3.3	42	9%	i
